# GCN5L2 inh: blocks human GCN5L2 histone acetyltransferase; hit rate 0.21% among 390,000; AID 504327; GCN5L2 HAT assay, ThioGlo1 CoA-SH fluorescence; Potency, µM (top dose mostly 58.9 µM), inactives show at the top dose activity change, negative = inhibition, actives largely listed as inhibitors
# Target sequence (Q92830 whole entry, looked up): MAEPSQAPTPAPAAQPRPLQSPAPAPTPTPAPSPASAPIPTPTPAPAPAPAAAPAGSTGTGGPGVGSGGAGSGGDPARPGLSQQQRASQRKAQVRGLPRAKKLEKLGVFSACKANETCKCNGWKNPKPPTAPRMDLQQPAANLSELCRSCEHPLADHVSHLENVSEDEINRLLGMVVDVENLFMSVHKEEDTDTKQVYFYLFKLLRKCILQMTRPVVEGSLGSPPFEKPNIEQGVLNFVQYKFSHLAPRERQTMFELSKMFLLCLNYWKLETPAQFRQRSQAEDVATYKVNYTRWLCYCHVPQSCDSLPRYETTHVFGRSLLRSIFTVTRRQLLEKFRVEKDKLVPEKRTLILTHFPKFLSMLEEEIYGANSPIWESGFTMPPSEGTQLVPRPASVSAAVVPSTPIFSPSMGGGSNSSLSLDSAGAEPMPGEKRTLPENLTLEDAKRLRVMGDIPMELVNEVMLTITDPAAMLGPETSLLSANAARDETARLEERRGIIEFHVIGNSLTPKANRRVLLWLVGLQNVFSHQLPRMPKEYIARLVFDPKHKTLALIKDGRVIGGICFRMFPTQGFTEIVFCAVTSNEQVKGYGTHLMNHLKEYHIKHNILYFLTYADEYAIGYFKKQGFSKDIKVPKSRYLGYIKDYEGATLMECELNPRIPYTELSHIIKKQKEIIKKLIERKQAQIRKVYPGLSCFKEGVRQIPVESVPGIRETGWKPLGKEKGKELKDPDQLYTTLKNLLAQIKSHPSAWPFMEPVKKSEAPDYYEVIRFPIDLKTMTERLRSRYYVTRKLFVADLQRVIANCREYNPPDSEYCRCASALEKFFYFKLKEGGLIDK
#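 Preincubate 20nM GCN5L2 with compound 15 min, RT → add 50uM ThioGlo1 + 75uM H3(1-25) + 70uM acetyl-CoA → read fluorescence 0 and 20 min. Primary qHTS; fluorescent artifacts likely.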
# TDP1 cell noCPT: qHTS for Inhibitors of human tyrosyl-DNA phosphodiesterase 1 (TDP1): qHTS in cells in absence of CPT | hit rate 15% among 420,000 | DT40 Tdp1-/- hTDP1 cells, no CPT, ATP luminescence, 48 h | AID 686978, 2013 | Potency, µM (top dose mostly 46.2 µM), inactives show at the top dose activity change, negative = growth inhibition, usual class: inhibitors; also: nearly all actives have a fitted effect of over 55% in size
#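 Growth of hTDP1-complemented DT40 Tdp1-knockout cells is measured by ATP luminescence after at least 48 hr compound exposure at 37 °C, with DMSO substituting for the 20 nM CPT used in the parallel screen.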
# DT40 TDP1 CPT: DT40-hTDP1 cell growth loss with CPT. hit rate 12% among 420,000. AID 686979. Potency, µM (titrated, usually from 46.2 µM), inactives show top-dose activity change, negative = growth inhibition, hits mostly inhibitors. chicken DT40 Tdp1-/-;hTDP1 cells + 20 nM CPT, ATP luminescence, 48 h; also: nearly all actives have a fitted effect of over 55% in size
#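 Cell growth measured by CellTiter-Glo luminescence after a minimum 48 h, 37 C compound exposure with 20 nM CPT in Tdp1-knockout DT40 cells stably expressing hTDP1, seeded 400/well; qHTS titration format.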
# * marks the source's active call; other numbers are inactive results; ? = inconclusive; . = not tested or not shown; & = joins results of further samples; [ ] = remark or other dose. Calls follow the shape of the dose curve; as a rule, active = well fitted curve in the direction sought with a large enough effect; inconclusive = small, poorly fitted or top-dose-only effect, or another doubt; inactive = no such curve, though single readings can be large; an effect the other way counts as inactive or inconclusive. % is scaled to controls: 0 for no effect and ±100 for the full control effect; potency is read from the fitted curve at half-maximal effect.
SMILES,GCN5L2 inh,TDP1 cell noCPT,DT40 TDP1 CPT
CCOc1ccc(CN2CCNC(=O)C2CC(=O)NCCCn2ccnc2)cc1 (configuration not stated),2.6%,12.9%,2.5%
Cn1c(C(=O)O)cc2c(=O)n3ccccc3nc21,?,2.6%,-1.8%
Cn1nnnc1SCCNCc1ccc(F)cc1,-5.4%,?,-19.8%
Cc1nn(Cc2ccccc2)c(Cl)c1C(=O)NCc1ccc(C)n1C,1.2%,-8.8%,-1.1%
COc1ccc(NC(=O)c2cnc(N3CCCC3)nc2)cc1OC,1.5%,-29.3%,-10.8%
Cc1cc(C)c(OCCCCCn2ccnc2)c(C)c1,-4.4%,14.6µM*,?
COc1ccc(CNC(=O)CN2CCN(S(=O)(=O)c3cc(Br)ccc3Br)CC2)cc1OC,-13.4%,?,?
O=C(c1ccc(SCc2ccco2)c([N+](=O)[O-])c1)N1CCOCC1,0.0%,-24.5%,-15.7%
COc1ccc(OC)c2[nH]c(=O)c(CCNC(=O)c3ccc(Br)o3)cc12,-2.6%,?,?
CCN(CC)C(=O)Cn1cc(C(=O)C(=O)NCc2ccco2)c2ccccc21,-10.0%,6.4%,-0.1%
CCc1ccc(-c2nn[nH]n2)cc1,-9.7%,-3.1%,4.8%
CCOC(=O)CNC(=O)CSc1nc2cccnc2n1C,-0.1%,-3.6%,0.7%
CSCCC(NS(=O)(=O)c1ccc(Cl)cc1)C(=O)OCC(=O)NC12CC3CC(CC(C3)C1)C2 (configuration not stated),-9.6%,?,12.6µM*
CSCc1cc(N2CCOCC2)nc(-c2ccccc2)n1,-6.2%,?,?
O=C(CNc1ccc2ccccc2c1)N/N=C/C=C/c1cccc([N+](=O)[O-])c1,-11.7%,?,?
O=C(CCC1CCCC1)Nc1cc(Cl)ccc1N1CCOCC1,-6.2%,?,?
N=C1/C(=C\c2ccc(OC(=O)c3ccco3)cc2)C(=O)N=C2SC(N3CCCCC3)=NN12,-34.4%,-17.8%,5.8%
COc1ccc(CCN(C(=O)c2ccc(F)cc2)C2=CC3CCC(C2)N3C)cc1OC (configuration not stated),-0.7%,-5.3%,-24.3%
COc1ccc(-c2noc(C3CC(=O)N(c4ccccc4)C3)n2)c(OC)c1 (configuration not stated),27.6%,-22.3%,-20.0%
c1ccc(-c2nnc(-c3ccco3)n2-c2ccccc2)cc1,-6.8%,-26.0%,-1.3%
CCCOc1ccc(C(=O)Nc2ccc(S(=O)(=O)NC3=NCCCCC3)cc2)cc1,-4.2%,20.6µM*,13µM*
CCOC(=O)Cn1c(=O)c2c(nc3n2CCN3c2ccc(CC)cc2)n(C)c1=O,-9.5%,-18.9%,-0.6%
CC(Sc1nncn1C)C(=O)Nc1ccc(N2CCCCC2)cc1 (configuration not stated),-5.9%,13.6%,0.4%
COC(=O)/C(=C\c1cccnc1)NC(=O)c1ccc(OCc2ccccc2)cc1,-3.1%,?,?
O=C(CNC(=O)c1ccc(Cl)cc1)NCCCn1ccnc1,0.6%,-18.5%,-9.0%
CON(C)C(=O)CCC1CCCN1C(=O)OC(C)(C)C (configuration not stated),-0.5%,-5.0%,-7.1%
COc1ccccc1C1CN(Cc2cccn2-c2ncccn2)Cc2ccccc2O1 (configuration not stated),.,-90.0%,-10.1%[9.04 µM]
CCOc1ccccc1N(CC(=O)Nc1cccc(OC)c1)S(=O)(=O)c1ccccc1,-9.6%,?,29.1µM*
COc1ccc2c(c1)nc(NCCCO)n2Cc1ccccc1,11.3%,?,-1.1%
Cc1oc(-c2ccccc2)cc1C(=O)NCc1ccncc1,3.9%,?,?
CN(C(=O)c1ccc(NC(=O)Cc2cccc(NC(=O)C3CCCN(C(=O)C4CCCC4)C3)c2)cc1)C1CCCC1 (configuration not stated),-4.9%,?,20.6µM*
CCCC(O)(CCC)C(=O)NN(C(=O)CCl)c1ccccc1,3.6%,10.3µM*,11.6µM*
C=CCC(CC=C)(C(N)=O)c1ccccc1,2.9%,-0.5%,7.8%
COC(=O)c1[nH]c2ccc(C)cc2c1NC(=O)Oc1ccccc1,0.0%,-12.5%,-19.5%
Cc1ccc(NC(=O)c2cc(-c3cccs3)on2)cc1C,-2.0%&2.1%,?,?
Cc1nc(C(=O)Nc2ccc(Cl)cc2)nn1-c1ccc([N+](=O)[O-])cc1,9.0%,-27.1%,?
Cn1c(NC(=O)C2CCCO2)cc(=O)n(C)c1=O (configuration not stated),4.1%,0.6%,-10.9%
Cn1ncc(Cl)c1C(=O)N1CCN(C(=O)c2ccco2)CC1,-1.1%,19.1%,-17.4%
Cc1noc(C)c1C(=O)N1CCC2(CC1)CCN(c1ccncc1)CC2,-3.7%,?,-26.5%
O=C(OCC(=O)c1c[nH]c2ccccc12)c1ccc([N+](=O)[O-])s1,-11.1%,-13.9%,-5.9%
O=C(c1ccc(F)cc1)c1c[nH]c(C(=O)NCCCN2CCOCC2)c1,-8.9%,-20.2%,-20.1%
Cc1cccc(NC(=O)CNC(=O)CSc2nc(N)cc(N)n2)c1C,-22.7%,-17.1%,-7.9%
CS(=O)(=O)c1nncn1-c1ccccc1,-1.3%,1.5%,-3.7%
N#C/C(=C/Nc1ccccc1)c1ccsc1,.,-26.6%,-4.2%
COc1ccc(-c2csc3ncnc(N4CCN(c5ccccc5[N+](=O)[O-])CC4)c23)cc1,-11.8%,18.4µM*,?
CC(NC(=O)C(=O)N1CCCCC1)C(c1cccs1)N1CCN(C)CC1 (configuration not stated),1.9%,0.6%,0.0%
O=C(CSc1nnc(CNC(=O)c2ccccc2F)o1)c1ccc(Cl)cc1,-5.6%,?,-3.2%
CC(C)(C)NC(=O)NC(=O)CSc1nnc(COc2ccccc2Cl)o1,-0.7%,7.3%,-5.7%
Cc1ccc(C(C)C)c(OCC(=O)NNC(=O)Nc2ccccc2)c1,.,?,-29.2%
Cc1nnc(Nc2ccc3c(c2)ncn3C)c2ccccc12,-3.9%,-21.6%,-23.2%
Cc1ccc(-n2c(-c3cnccn3)n[nH]c2=S)c(Br)c1,4.6%,9.1%,?
CCN1CCN(c2ncnc3c2cnn3-c2ccc(C)cc2C)CC1,-4.4%,?,?
CC(C)(C)NC(=O)C(c1ccccc1)N(C(=O)C1CSC(=O)C1)c1ccccc1 (configuration not stated),-21.1%,-3.0%,0.1%
O=C(O)C(=O)/C(=C\c1cccc2ccccc12)c1ccc2ccccc2n1,-2.0%,18.4µM*,?
COc1ccccc1NC(=O)Nc1nc(CC(=O)NCc2ccc(F)cc2)cs1,-4.3%,16.4µM*,9.2µM*
COC(=O)C1=CN(Cc2ccc(OC)c(OC)c2)C=C(C(=O)OC)C1c1ccccc1F,-21.3%,?,?
Cc1ccc(O)c(NC(=O)c2cc([N+](=O)[O-])ccc2Cl)c1,-2.4%,20.6µM*,?
Cc1cc(SCC(=O)OCC(=O)NC(C)c2ccccc2)c(C)cc1Br (configuration not stated),-9.0%,-16.4%,-8.7%
O=C(NCCN1CCOCC1)c1ccc2c(c1)ncn2C1CCCC1,0.0%,3.1%,-4.9%
Cc1ccc(CN2CCN(C3CCN(S(=O)(=O)N(C)C)CC3)C(=O)C2=O)cc1,17.7%,10.3%,2.1%

# The list goes on:
SMILES,GCN5L2 inh,TDP1 cell noCPT,DT40 TDP1 CPT
CC1(Cc2ccc(Cl)cc2)C(=O)Nc2ccc(-c3ccc(F)c(Cl)c3)cc21 (configuration not stated),.,?,?
CC1CCN(S(=O)(=O)N2CCC(C(=O)NCc3ccccc3Cl)CC2)CC1,1.0%,13µM*,?
CCOC(=O)N1CCN(C(=O)CSCC(=O)N=c2sc3cc(OC)ccc3n2C)CC1,.,?,?
O=C(C1CCN(c2nc3ccccc3[nH]2)CC1)N1CCN(c2ccccc2)CC1,-3.3%,?,?
COc1ccc(-c2nnc(SCC(=O)NC(=O)NCc3ccccc3)o2)cc1,-0.9%,-27.0%,-2.8%
COc1cccc(C2C(C(=O)Nc3ccccc3OC)=C(C)Nc3nc4ccccc4n32)c1 (configuration not stated),-9.7%,14.6µM*,?
O=C(CN1CCN(c2ccccn2)CC1)Nc1ccccc1Br,0.4%,?,?
O=[N+]([O-])c1cnc(Nc2ccc(Cl)cn2)c([N+](=O)[O-])c1,2.3%,?,?
COCCCn1c(C(=O)NCCN2CCOCC2)cc2c(=O)n3ccccc3nc21,-3.3%,-16.6%,3.6%
O=C1NCCN1c1ccccc1,.,7.9%,9.6%
O=C(COc1ccccc1)Nc1ccccc1F,?,-10.7%,25.4%
CC(Sc1n[nH]c(-c2cccs2)n1)C(=O)Nc1ccc(C(N)=O)cc1 (configuration not stated),-1.8%,16.3%,-14.8%
CSc1ccc(OC2CCCCC2NS(=O)(=O)c2ccc(Cl)cc2)cc1 (configuration not stated),-10.2%,?,25.9µM*
Cc1ccc(C(=O)N2CCOCC2)cc1Cl,-4.4%,-7.7%,-6.4%
Cc1cccc(-c2noc(-c3ccno3)n2)c1,?,-18.4%,-13.9%
Cc1ccc(/C=N/NC(=O)c2csc3c2CCCC3)cc1,-1.9%,1.3µM*,1.3µM*
CCCCn1c(N)c(C(=S)NC(=O)CC(C)C)c(=O)n(C)c1=O,-25.0%,?,?
Cc1cn(C2OC(COC(=O)c3ccccc3)C(OC(=O)c3ccccc3)C2OC(=O)c2ccccc2)c(=O)[nH]c1=O (configuration not stated),-4.7%,?,23.1µM*
O=C(N/N=C/c1cc2ccccc2nc1Cl)c1ccncc1,-0.4%,4.61µM*,2.59µM*
CCCCC(NC(=O)Cc1c(C)c2cc3c4c(oc3cc2oc1=O)CCCC4)C(=O)O (configuration not stated),?,3.3%,12.9%
COc1ccccc1NS(=O)(=O)c1cccc(C(=O)N/N=C/c2c(CO)cnc(C)c2O)c1,-17.0%,?,?
O=C1Nc2ccccc2N(O)N1c1ccc(S(=O)(=O)N2CCCCCC2)cc1,6.6%,-3.5%,5.6%
Cc1cc(=O)oc2cc(Oc3ncccc3[N+](=O)[O-])ccc12,-7.3%,-9.0%,23.2%
CCOc1ccccc1C(=O)N1CCN(C(c2ccccc2)c2ccccc2)CC1,-8.0%,?,?
CC(=O)N1CCN(Cc2cc(=O)oc3cc(C)ccc23)CC1,.,5.3%,0.4%
O=C(Nc1c[nH]c(=O)[nH]c1=O)c1cc([N+](=O)[O-])cc([N+](=O)[O-])c1,-29.9%,0.8%,-2.2%
O=C(c1cc(COc2ccccc2)on1)N1CCCC(CN2CCOCC2)C1 (configuration not stated),?,14.8%,-27.4%
Cc1ccc[n+](CC(=O)c2ccc(Br)cc2)c1C,2.2%,-0.7%,-4.2%
COc1cc(OC)cc(-c2nc3nc(C)c(CCC(=O)Nc4cc(F)ccc4F)c(C)n3n2)c1,-7.5%,8.2µM*,?
CC(C)=NNc1nc(-c2ccc([N+](=O)[O-])cc2)cs1,-1.9%,20.6µM*,?
CS(=O)(=O)N1N=C(c2ccccc2)CC1c1ccc2c(c1)OCO2 (configuration not stated),-6.7%,?,-27.2%
CCc1ccc2c(c1)C(=O)C(=O)N2CC(=O)Nc1ccc(NC(=O)c2ccccn2)cc1,0.0%,?,?
COC(=O)C(NC(=O)CCc1c(C)nc2ncnn2c1C)C(C)C (configuration not stated),-2.1%,-1.5%,0.7%

# Nothing new here: entries from further up.
SMILES,GCN5L2 inh,TDP1 cell noCPT,DT40 TDP1 CPT
Cc1ccc(/C=N/NC(=O)c2csc3c2CCCC3)cc1,-1.9%,1.3µM*,1.3µM*
CCCCn1c(N)c(C(=S)NC(=O)CC(C)C)c(=O)n(C)c1=O,-25.0%,?,?
Cc1cn(C2OC(COC(=O)c3ccccc3)C(OC(=O)c3ccccc3)C2OC(=O)c2ccccc2)c(=O)[nH]c1=O (configuration not stated),-4.7%,?,23.1µM*
O=C(N/N=C/c1cc2ccccc2nc1Cl)c1ccncc1,-0.4%,4.61µM*,2.59µM*
CCCCC(NC(=O)Cc1c(C)c2cc3c4c(oc3cc2oc1=O)CCCC4)C(=O)O (configuration not stated),?,3.3%,12.9%
COc1ccccc1NS(=O)(=O)c1cccc(C(=O)N/N=C/c2c(CO)cnc(C)c2O)c1,-17.0%,?,?
O=C1Nc2ccccc2N(O)N1c1ccc(S(=O)(=O)N2CCCCCC2)cc1,6.6%,-3.5%,5.6%

# Screening data (PubChem BioAssay)

# Outcome played no part in choosing rows; overall some 18% were active at least once.
